Screening results (PubChem BioAssay)
CHRM1 agonist = human M1 muscarinic receptor agonism | P11229 | CHO-K1 hM1, Fluo-8 calcium fluorescence, agonist mode; 0% DMSO, 100% acetylcholine EC100 | activation, % at 3 µM | 360,000 compounds, 0.33% hits | AID 588814;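 active means activation above the run's mean compound activation plus 3 SD, cut at about 16% in these data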;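 further: peak over basal fluorescence ratio within a 140 s kinetic read after compound addition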
Target sequence (P11229 whole entry, looked up): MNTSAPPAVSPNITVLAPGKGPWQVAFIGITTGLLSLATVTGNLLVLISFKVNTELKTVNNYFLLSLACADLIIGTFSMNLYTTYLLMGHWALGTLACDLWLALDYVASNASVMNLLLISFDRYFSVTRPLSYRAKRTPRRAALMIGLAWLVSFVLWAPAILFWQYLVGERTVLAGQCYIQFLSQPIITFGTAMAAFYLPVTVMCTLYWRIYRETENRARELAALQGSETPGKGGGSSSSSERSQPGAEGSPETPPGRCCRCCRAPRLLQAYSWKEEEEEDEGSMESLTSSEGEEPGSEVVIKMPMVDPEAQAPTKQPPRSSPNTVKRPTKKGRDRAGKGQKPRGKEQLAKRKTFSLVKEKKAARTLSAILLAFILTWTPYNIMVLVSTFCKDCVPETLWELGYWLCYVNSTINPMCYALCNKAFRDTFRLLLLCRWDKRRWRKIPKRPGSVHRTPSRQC
TAAR1 ag = human TAAR1 agonism; CHO RD-HGA16 TAAR1, Fluo-8 calcium fluorescence; vehicle wells 0%, saturating PEA agonist 100%; AID 624467; activation, % at 3 µM; 360,000 compounds, 0.99% hits; Q96RJ0;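 active means activation above the mean activation of all test compounds in the run plus 3 SD, cut at about 38% in these data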
Target sequence (Q96RJ0 whole entry, looked up): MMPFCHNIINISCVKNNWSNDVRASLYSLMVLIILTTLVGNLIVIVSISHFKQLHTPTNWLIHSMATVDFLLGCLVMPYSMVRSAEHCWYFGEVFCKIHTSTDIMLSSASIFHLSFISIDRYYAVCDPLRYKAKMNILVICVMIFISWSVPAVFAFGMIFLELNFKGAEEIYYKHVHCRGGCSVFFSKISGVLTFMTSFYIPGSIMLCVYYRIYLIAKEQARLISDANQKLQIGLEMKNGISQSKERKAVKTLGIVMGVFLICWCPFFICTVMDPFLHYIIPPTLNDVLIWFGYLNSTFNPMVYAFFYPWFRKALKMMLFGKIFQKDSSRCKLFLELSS
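Assay system: CHO-derived RD-HGA16 cells with stable Gα16 and human TAAR1; timing: 17-24 h seeding, 75 min 37 °C dye, 30 min RT; read-out: % activation from peak over basal fluorescence ratio, DMSO-to-PEA scaled; measured by: kinetic Fluo-8 calcium fluorescence; benchmarks: low control DMSO, high control PEA (EC100); doses: 3 µM single concentration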
OXTR potentiator = potentiators of human oxytocin receptor. 320,000 compounds, 0.061% hits. AID 2445. CHO-OTR cells, Fluo-8 calcium fluorescence, potentiator mode; 0% = oxytocin EC15, 100% = EC100. activation, % at 3 µM;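 active means activation above that plate's cutoff, the mean activation of tested compounds plus 3 SD, cut at about 6.6% in these data, passing the limit was not always enough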;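 further: 100% uses oxytocin at 75 nM as the full agonist control; some results filed as inactive read as strong as hits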
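Material: CHO-OTR cells, human receptor; compound dosing: single dose, 3.0 µM nominal final compound concentration; schedule: 6 min compound pre-incubation at room temperature, 100 s kinetic read; measured by: kinetic Fluo-8 calcium fluorescence; read-out basis: % activation vs EC15 and EC100 oxytocin; controls: EC15 oxytocin alone as 0%, 75 nM oxytocin as 100%; replicates: singlicate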
CHO parental Ca = counter-screen for OX1R antagonists: effect in parental CHO cells; parental CHO-K1, ATP-induced calcium, Fluo-8 fluorescence; inhibition, % at 5.6 µM; 330,000 compounds, 0.63% hits; AID 463079;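 active means inhibition above that plate's mean sample inhibition plus 3 SD, cut at about 26% in these data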;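 further: 0% = ATP-challenged DMSO wells and 100% = DMSO wells without ATP; some compounds past the cut are filed as inactive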
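Test system: untransfected parental CHO cell line. Compound: one dose, 5.6 µM nominal. Detection: intracellular calcium via Fluo-8 no-wash fluorescent dye. Measure: % inhibition. Benchmarks: ATP-challenged DMSO wells low, unchallenged DMSO wells high.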
TAAR1 antagonist = human TAAR1 antagonism. Q96RJ0. CHO RD-HGA16 TAAR1, Fluo-8 calcium fluorescence, antagonist. inhibition, % at 3 µM. 360,000 compounds, 1.5% hits. AID 624466;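 active means inhibition above a per-plate cutoff, the mean inhibition of test compounds on that plate plus 3 SD, cut at about 49% in these data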;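 further: 0% = DMSO plus EC80 beta-PEA response and 100% = DMSO alone without agonist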
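Material: RD-HGA16 CHO cells with stable hTAAR1 and Gα16; Dosing: single nominal final test compound concentration of 3 µM; Schedule: seeding 17-24 h prior, 75-min 37 °C, 30-min RT dye loading; Detection: kinetic Fluo-8 calcium fluorescence measurement; Measure: % inhibition from peak post-agonist over basal fluorescence ratio; Benchmarks: vehicle and agonist controls.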
V1aR counter = counter-screen for oxytocin receptor agonists: human V1a receptor agonists. P37288. CHO-V1R cells, Fluo-8 calcium fluorescence, agonist mode; 0% DMSO, 100% 3 nM vasopressin. activation, % at 3 µM. 320,000 compounds, 0.25% hits;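 active means activation above the mean activation of all tested compounds plus 3 SD, per screening run, cut at about 20% in these data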;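 further: signal is peak over basal fluorescence ratio across a 100 second FLIPR read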
M1 PAM = positive allosteric modulators of human M1 muscarinic receptor; P11229; CHO-K1 hM1, Fluo-8 calcium fluorescence, ACh EC20; 0% = ACh EC20, 100% = maximal ACh; activation, % at 3 µM; 360,000 compounds, 0.088% hits; AID 588819; in the data active means activation above about 19%, passing the limit was not always enough
OXTR agonist = activates the human oxytocin receptor | activation, % at 3 µM | CHO-OTR cells, Fluo-8 calcium fluorescence; normalized: DMSO 0%, oxytocin 100% | P30559 | 320,000 compounds, 0.32% hits;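 active means activation above the mean of all tested compounds plus 3 SD, cutoff set per screening run, cut at about 20% in these data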;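 further: peak over basal fluorescence ratio from a 100 s FLIPR kinetic read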
CHRM1 antagonist = blocks human M1 muscarinic receptor | AID 588852 | CHO-K1 hM1, Fluo-8 calcium fluorescence, ACh EC80 antagonist | P11229 | inhibition, % at 3 µM | 360,000 compounds, 1.3% hits;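 active means percent inhibition above its own plate's cutoff, namely the mean of that plate's compound wells plus 3 SD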;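 further: peak over basal fluorescence ratio during 140 s after agonist addition; 0% = ACh EC80 plus DMSO and 100% = DMSO alone without agonist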
Numbers without * were called inactive; · = not tested or not shown.

compound	TAAR1 antagonist	M1 PAM	OXTR potentiator	OXTR agonist	TAAR1 ag	CHRM1 antagonist	CHO parental Ca	CHRM1 agonist	V1aR counter
O=[N+]([O-])c1ccc(N2CCCNCC2)c2ncccc12	8	-24	-4	0.9	3	82*	-3	-7	-0.3
CN(c1ccccc1)P(=O)(N1CC1)N1CC1	-6	17	·	·	1	-14	·	0	·
CCCCCCCSc1cc(OC)c(CCN(C)C)cc1OC	14	-13	-15	11	22	33	-10	6	3.4
COC(=O)C1=C(c2ccc(F)cc2OCc2ccccc2)C[C@@H]2CC[C@H]1N2C(=O)NCc1ccc(C(F)(F)F)cc1	53*	-28	-7	1.9	23	32	-19	-7	2.1
CCCCCn1c(=O)c(C(=O)Nc2nc3ccccc3[nH]2)c(O)c2ccccc21	-12	9	-1	-0.2	0	-13	-31	-3	-0.4
C[C@]12CCC3C(CC[C@H]4C[C@@H](O)CC[C@]34C)C1C[C@@H](N)[C@@H]2O (stereo not given in full)	-17	2	-8	0.7	0	-12	-4	-8	-0.2
Oc1ccc(/C=N/NP(=S)(c2ccccc2)c2ccccc2)c(O)c1O	-15	9	-4	-1.0	16	-15	-8	-3	0.1
CCOP(=S)(OCC)Oc1cc(C)oc(=O)c1	-26	29*	1	0.6	5	1	-7	-2	-0.4
CCN(C(=O)COC(=O)c1cn(C)c2ccccc12)c1ccc(F)cc1	5	8	-6	4.8	6	-3	-19	-3	3.0
CCOP(=O)(/C=C(\Cl)c1ccccc1)C(O)c1ccc(F)cc1 (stereo not given)	-5	3	0	0.1	-1	-2	-10	-2	0.7
CCOCCCNC(=O)CN1C2CCC1CC(O)(c1ccc(OC)cc1)C2 (stereo not given)	-10	13	-3	0.6	2	-32	-1	-3	-0.5
CC(C)CCn1c(=O)c(C(=O)NCc2ccc3c(c2)OCO3)c(O)c2ccccc21	12	19	-3	0.2	4	-15	-6	-1	0.0
Nc1c(C(=O)NCc2ccco2)c2nc3ccccc3nc2n1CCN1CCOCC1	-12	-1	0	3.4	6	2	-7	-4	2.8
CC1CCN2c3nc4ccccn4c(=O)c3CC3(C(=O)N(C)C(=O)N(C)C3=O)C2C1 (stereo not given)	-13	15	3	-0.2	7	-6	-9	0	0.3
COC(=O)C1=C(c2ccc(Cl)c(C(F)(F)F)c2)C[C@@H]2CC[C@H]1N2C(=O)N1CCC(O)(c2ccc(Cl)cc2)CC1	18	-1	-4	1.4	1	2	-20	-5	2.4
O=[N+]([O-])c1cc2c(cc1CNCCc1ccc3c(c1)OCO3)OCO2	-23	0	-3	0.3	28	5	4	-5	2.0
COc1ccc(C(=O)C2CCCN(Cc3cnc(C)s3)C2)c(OC)c1 (stereo not given)	-14	2	-17	5.5	6	-2	-13	-12	6.5
CC1C(=O)CC2(C(C)C)CC12 (stereo not given)	-23	4	·	·	2	-3	·	-4	·
Cn1cc(C(=O)OCC(=O)Nc2ccccc2Cl)c2ccccc21	-15	-1	·	·	4	6	·	-5	·
COc1cccc(C(=O)C2CN(C)CC2c2ccc(Cl)cc2)c1 (stereo not given)	0	-17	-10	3.6	4	5	-10	-15	3.2
CCCCn1c(O)c(C(C)=NCc2cc(OC)cc(OC)c2)c(=O)[nH]c1=O	22	-3	-4	1.7	9	0	-35	-2	2.0
CC[C@H](C)[C@@H](C(=O)N1CCCC1c1nccs1)N(C)C(=O)[C@H](CC(C)C)N(C)C(=O)[C@H](Cc1ccc(OC)cc1)N(C)C(=O)/C=C(\C)OC (stereo not given in full)	0	2	-6	0.6	-1	-13	-27	-2	-0.2
C=C(C=O)CC1CC(O)[C@]2(C)OC3C[C@@H]4OC5C[C@]6(C)O[C@]7(C)CCC8OC9C[C@]%10(C)OC(/C(C)=C\CO)C(O)CC%10OC9CC(C)C8OC7CC6O[C@]5(C)C/C=C\C4OC3CC2O1 (stereo not given in full)	·	8	2	-0.3	·	-9	-13	-1	1.9
COc1ccc(CN2CCN(C(=O)COc3ccc4ccccc4c3)CC2)c(OC)c1	12	1	-10	11	3	5	5	3	15
COc1cc(C(C)=O)ccc1OC(=O)N(C)c1ccccc1	-14	17	-4	0.5	0	-15	-4	5	0.9
O=C(/C=C/c1ccc2c(c1)OCO2)c1c(O)n(CCc2ccccc2)c(=O)[nH]c1=O	-29	11	-7	9.3	2	-10	-10	0	-1.2
CC1(C)C(C(=O)NCc2ccco2)C1(C)C	-9	-5	-12	-0.8	8	-29	-8	-6	0.5
NC(=S)c1cn(C2OC(CO)C(O)C2O)c2ncnc(N)c12 (stereo not given)	9	4	-6	0.2	2	-8	3	-5	0.3
CCCCn1c(O)c(/C=C2/C=CC=N2)c(=O)[nH]c1=O	4	7	0	-0.3	12	2	-11	2	0.6
COc1cc2c3c(c1OC)Oc1ccc(cc1)C[C@H]1c4c(cc(OC)c(OC)c4Oc4ccc(cc4)C[C@@H]3N(C)CC2)CCN1C	18	1	-9	1.7	11	14	-16	-11	0.5
O=C1NC(=S)NC(=O)C1C/C=C/c1ccccc1	13	-11	-12	0.0	3	23	1	-1	-0.1
CCOC(=O)c1cc(C)n(CCc2cnc[nH]2)c1C	-26	-6	-1	-0.1	22	0	-4	-5	1.1
Cc1c(OC(=O)N(C)C)ccc2c1O/C(=C\c1ccco1)C2=O	-1	2	·	·	1	-3	·	-2	·
CCCCC(=O)N/N=C/c1c(O)n(CCc2ccccc2)c(=O)[nH]c1=O	-10	12	1	-0.1	6	-23	-5	-3	-0.5
OC(c1ccc(F)cc1)(c1ccc(F)cc1)[C@@H]1CCCN1	0	3	-2	2.4	19	-3	-19	-4	2.7
CCN(CC)C(=O)c1ccc2c(c1)C1C(Cl)C(Sc3ccccc3[N+](=O)[O-])CC1C(C(=O)O)N2 (stereo not given)	·	14	-9	0.1	·	-27	6	-1	-1.3
CCCCn1c(N)c(C(=O)OCC2CCCO2)c2nc3ccccc3nc21 (stereo not given)	·	-2	-8	0.8	·	1	-23	-5	0.3
COC(=O)[C@@]1(Cc2ccc(F)cc2)[C@H]2c3cc(C(=O)N(C)C)[nH]c3C[C@H]2CN1C(=O)c1ccccc1	3	4	0	0.6	6	-5	-23	-3	0.4
CCCCN1C(=O)/C(=C\c2ccco2)C(=O)N(CCc2ccccc2)C1=O	10	7	-5	1.4	3	-13	-13	-1	-0.2
CC[C@]12CC[C@H](O)CC1=CCC1C2CC[C@]2(C)C(=O)CCC12 (stereo not given in full)	18	-8	-4	-1.3	6	-8	-14	-4	0.1
COc1ccc(N2C(=O)NC(=O)/C(=C/c3ccc4c(c3)Cc3ccccc3-4)C2=O)cc1	·	·	-11	-1.6	·	·	-13	·	-1.1
Cn1c(O)c(C(=O)c2ccccc2Cl)c(=O)n(C)c1=O	5	9	-2	0.4	7	-4	-2	2	0.4
O=[N+]([O-])c1ccc(N2CCOCC2)c2c1no[n+]2[O-]	-19	12	·	·	5	-5	·	0	·
CC(N)C(=O)c1ccco1 (stereo not given)	7	11	-13	2.5	16	-14	0	-3	1.4
O=C1NCN(c2ccccc2)C12CCN(C(c1cccs1)c1nnnn1C1CCCC1)CC2 (stereo not given)	28	-2	·	·	4	6	·	1	·
CCCCCn1c(=O)c(C(=O)NCc2ccco2)c(O)c2ccccc21	-24	6	-8	0.3	0	-7	1	-3	-0.6
Cc1cc(Cl)nc(N)n1	-11	-2	-4	0.6	2	4	-20	-4	0.9
CC12CC(=O)C3C(CCC4CC(=O)C=CC43C)C1CCC2=O (stereo not given)	13	8	·	·	0	-15	·	-5	·
Cc1ccc(C2=CCNCC2)cc1	4	13	2	1.1	35	-8	-1	-11	1.8
CC(C)(C)C(=O)N1Cc2ccccc2-n2nncc2C1	-6	10	·	·	1	-11	·	-8	·
O=C1NC(=O)N(Cc2ccco2)C(=O)/C1=C\c1ccc(-c2ccc(F)cc2)o1	35	4	-5	1.0	52*	-7	-5	0	-0.1
C=CCN1CCc2cccc3c2[C@H]1Cc1ccc(O)c(O)c1-3	-5	-1	-2	1.3	0	-5	-21	-4	0.6
CCOP(=O)(OCC)c1cc(CC)ccc1O	-12	1	-1	-0.8	1	-2	-5	-4	0.7
Cc1c(CCN)ccc2c1[nH]c1ccccc12	-12	15	-13	4.6	26	-9	17	-2	11
CCOC(=O)C1(c2ccccc2)CCN(CCC(C#N)(c2ccccc2)c2ccccc2)CC1	1	5	-15	1.0	-1	-18	-25	4	1.7
O=C(O)c1cccc2c1NC(c1cccc([N+](=O)[O-])c1)C1CC(Sc3ccccc3[N+](=O)[O-])C(Cl)C21 (stereo not given)	6	5	·	·	1	3	·	-3	·

Further compounds follow.
compound	TAAR1 antagonist	M1 PAM	OXTR potentiator	OXTR agonist	TAAR1 ag	CHRM1 antagonist	CHO parental Ca	CHRM1 agonist	V1aR counter
Cn1cccc1/C=C1/C(=O)NC(=O)N(Cc2ccccc2)C1=O	17	1	-6	0.9	8	0	-11	-4	0.7
Cc1nc2ccccc2n1C1CCN(Cc2nnnn2CCc2ccccc2)CC1	-18	6	-7	2.0	23	-10	-14	-5	4.9
C=CC[C@@H](CC/C=C/C=C/CC/C=C\[C@@H]1CSC([C@@H]2C[C@@H]2C)=N1)OC	·	19	-3	0.2	·	0	-24	10	-0.4
CC1CCCN(CC(=O)N2CCCc3ccccc32)C1 (stereo not given)	-3	6	0	0.4	7	-22	-5	-8	1.4
COC(=O)C1=C(c2ccc(-c3ccccc3)c(F)c2)C[C@@H]2CC[C@H]1N2C(=O)NCCc1ccccc1	16	-16	-7	-0.3	8	16	-18	-10	1.4
CCC(CC)C(=O)NC1CCSC1=O (stereo not given)	18	5	-22	0.4	0	-9	4	-3	1.2
COc1ccc(OC)c(CC(=O)N(C)C2CCCN(Cc3ccccc3F)C2)c1 (stereo not given)	-22	-10	-4	1.1	3	8	-17	-10	-0.3

These rows are one share of the data, so the mix of outcomes need not match the whole.
